Compound activity as filed in PubChem.
Pf Dd2 growth: qHTS Primary assay for Inhibitors of Plasmodium falciparum Dd2 growth in vitro; P. falciparum Dd2 growth, SYBR Green, 72 h; Potency, µM (series often up to 28.9 µM), for inactives: at the top dose activity, negative = inhibition, actives largely listed as inhibitors; 120,000 compounds, 4.3% hits; active = well fitted inhibition curve with a large enough effect; inconclusive = small, poorly fitted or top-dose-only effect; inactive = no such curve, though single readings can be large or run the other way;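 note: plate controls were DMSO vehicle for no effect and reference drug for full effect; nearly all actives have a fitted effect of over 65% in size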
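Readout: SYBR Green fluorescence, 485 nm excitation, 535 nm emission, after ~16 h lysis at 37C. Before that, Dd2-infected red cells (2.5% hematocrit) grew 72 h with compound, 29 uM top final concentration.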
Active calls of the source: *; i = inactive; ? = inconclusive; [ ] = another dose, or the depositor's remark. Potency is the fitted concentration of half-maximal effect.

SMILES	Pf Dd2 growth
CCc1ccc(C(=O)NC2=NC(c3ccccc3F)CC(=O)N2)cc1 (stereo not drawn)	41%[activator][0.594 µM]
COc1ccccc1C(=O)N1CCC2(CC1)CC(=O)c1ccc(Cl)cc1O2	-18%
OCCC1CN(Cc2cc3c(cc2Cl)OCO3)CCN1Cc1ccccc1F (stereo not drawn)	i
COc1cccc(C2Cn3nnc(-c4nc(-c5ccc(C(C)(C)C)cc5)no4)c3CO2)c1 (stereo not drawn)	-19%
CC(C)NC(=O)CCc1cc2n(n1)CCN(C(=O)CN1CC(=O)NC1=O)C2	-15%
CCCN(C)c1nccnc1OC1CCN(C(=O)c2ccccc2OC)C1 (stereo not drawn)	?
CC(O)CCNS(=O)(=O)c1ccc2c(c1)CN(C(=O)CN1CCOC1=O)CC2 (stereo not drawn)	-1%
Cc1cc(C)n(CCC(=O)N2CCCC(c3noc(COc4ccccc4)n3)C2)n1 (stereo not drawn)	?
CCC(=O)N1CCc2cc(Br)cc(S(=O)(=O)N3CCCC(C(=O)Nc4ccc(OC)cc4OC)C3)c21 (stereo not drawn)	19%
CCOc1ccc(C(=O)Nc2ccc(-c3cc4ccccc4oc3=O)cc2)cc1Br	23%
CC(=O)Nc1ccc(C(=O)N2CCC3(CC2)N=C(c2ccc(C)cc2)NO3)cc1	?
O=C(NCC(c1cccs1)S(=O)(=O)c1cccs1)c1ccc(F)c(F)c1 (stereo not drawn)	29%
CCc1ccccc1NC(=O)CSc1nccn1C	51%[activator]
CCCN1CCN(c2nnc(-n3cccc3C(=O)Nc3ccccc3C(F)(F)F)s2)CC1	i
Cc1cccc2c1-c1sc(C(=O)Nc3ccc(F)cc3F)cc1CO2	i
Cc1nn(-c2ccc(F)cc2)c(-n2cccc2)c1C(=O)N1CCN(c2ccccc2)CC1	-2%
O=C(NCc1ccco1)C1COC2(CCN(C(=O)c3ccc(F)cc3)CC2)N1C(=O)c1ccccc1 (stereo not drawn)	-24%
COc1cccc(CC(=O)N2CCC(Cc3nc(-c4ccncc4)n[nH]3)C2)c1 (stereo not drawn)	i
COCCNC(=O)C1CCCN(C2CCN(C(=O)c3ccc(=O)[nH]n3)CC2)C1 (stereo not drawn)	9%
Nc1c(C(=O)Nc2ccccc2Cl)nnn1Cc1cccc(Cl)c1	7.1µM*
COc1ccc(NC(=O)c2c(NCc3cccs3)sc3c2CCC(C)C3)c(OC)c1 (stereo not drawn)	10µM*
O=c1n(CC2CC2)nc2n1CCN(C1CCCC1)CC2	23%
Cc1ccc(NC(=O)Cn2c(-c3ccc4c(c3)OCO4)cn(-c3ccccc3)c2=O)cc1	?
COc1cccc([S+](=O)([O-])N2CC(Oc3ccc(F)cc3C)C2)c1	2%
O=C1NCCC[C@@H]1NC(=O)[C@@H]1CN(C(=O)C2CCCCC2)CCN1C(=O)c1cccc(F)c1	i

Reprinted from the part before: two compounds, then new ones.
SMILES	Pf Dd2 growth
COc1cccc([S+](=O)([O-])N2CC(Oc3ccc(F)cc3C)C2)c1	2%
O=C1NCCC[C@@H]1NC(=O)[C@@H]1CN(C(=O)C2CCCCC2)CCN1C(=O)c1cccc(F)c1	i
Cc1nc(-c2ccco2)cc([C@H]2CN3CC[C@H]2C[C@@H]3CNC(=O)c2ccccc2)n1	i
COCC(=O)NC[C@@H]1C=C(C)[C@H](Cc2nc3ccccc3[nH]2)C[C@H]1C(C)C	i
O=C1CC2CCN(Cc3cncs3)CC2CCN1 (stereo not drawn)	9%[44.1 µM]
COCc1cccc(-c2n[nH]c3c2CC(=O)N(CC2CC2)C3)c1	-20%[44.1 µM]
COc1cncc(Nc2cnc3ccc(-c4cccc(CO)c4)nn23)c1	13µM*
CCN(CC)CCn1cnc(-c2ccccc2)c1-c1cnc(C)s1	?
CCOc1ccc2nc(NC(=O)c3nc(SC)ncc3Cl)sc2c1	31%[activator]
COc1ccc(CNC(=O)Cn2c(C)cc3nc4n(c(=O)c32)CCCCC4)cc1	i
Cc1nc(C)c(C(=O)NCCn2c(C)cnc2-c2cccnc2)s1	10%
CCC(=O)N1CCc2ccc(OCc3nc(C(=O)NCCOC)co3)cc2C1c1ccc(C)cc1 (stereo not drawn)	?
COc1ccc(Cn2c(C3CCN(C(=O)Cc4ccc(C)cc4)CC3)n[nH]c2=O)cc1	?
Cc1cc(C(=O)O)c2c(=O)n(C)c(=O)n(C)c2n1	7%
O=C(NCc1ccc2c(c1)OCO2)c1cnc2c(c1)N(C(=O)CCc1ccccc1)CCC2	-3%
O=C(COc1ccccc1)N1CCC2(CC1)NC(=O)N(c1ccccc1Cl)N2	?
CC1CN2CC(O)CC2CN1 (stereo not drawn)	15%[76.6 µM]
Cc1cc(C)n(CCC(=O)N2CCCC(Cc3nc(C4CCOCC4)no3)C2)n1 (stereo not drawn)	26%
N#Cc1cccc(CN2CCC3(CCN(Cc4ccncc4)CC3)C(CO)C2)c1 (stereo not drawn)	-8%
O=C1CC2CCN(C(=O)c3ccc4c(c3)OCO4)CC2CCN1 (stereo not drawn)	2%
CCCCC(=O)N(CCC)CC1CCOC1 (stereo not drawn)	14%[5.79 µM]
O=C(NCc1cccc(F)c1)N1CCC(OC2CCN(Cc3ccccc3)CC2)CC1	?
Cc1cccc(-c2noc(-c3nnn4c3COC(c3ccc(F)cc3)C4)n2)c1 (stereo not drawn)	-13%
N#Cc1ccc(CN2CCC3(CC2)COc2ccccc2NC3=O)cc1	10µM*
COc1ccc(C(=O)N[C@@H]2CCC[C@@H]2C(=O)N2CCN(c3ccc(Cl)cc3)CC2)cn1	?
Cc1ccc(-n2nc(C(=O)N3CCCCC3)c(=O)n(C)c2=O)cc1	1%
COc1ccc(CN2CCC([C@@H]3CNC[C@H]3CO)CC2)c(Cl)c1OC	43%[activator]

4 of these compounds, set out differently.
Cc1cc(C)n(CCC(=O)N2CCCC(Cc3nc(C4CCOCC4)no3)C2)n1 (stereo not drawn)
  Pf Dd2 growth: 26%
N#Cc1cccc(CN2CCC3(CCN(Cc4ccncc4)CC3)C(CO)C2)c1 (stereo not drawn)
  Pf Dd2 growth: -8%
O=C1CC2CCN(C(=O)c3ccc4c(c3)OCO4)CC2CCN1 (stereo not drawn)
  Pf Dd2 growth: 2%
CCCCC(=O)N(CCC)CC1CCOC1 (stereo not drawn)
  Pf Dd2 growth: 14%[5.79 µM]

Of the compounds above, 2 contain a furan ring, fused or not.
SMILES	Pf Dd2 growth
O=C(NCc1ccco1)C1COC2(CCN(C(=O)c3ccc(F)cc3)CC2)N1C(=O)c1ccccc1 (stereo not drawn)	-24%
Cc1nc(-c2ccco2)cc([C@H]2CN3CC[C@H]2C[C@@H]3CNC(=O)c2ccccc2)n1	i

(cont.)
SMILES	Pf Dd2 growth
CCN1CCCC12Cc1ccccc1CN(C(=O)c1c(C)noc1C)C2 (stereo not drawn)	?
CCOc1ccc(CNC(=O)CCC(=O)N2CCSc3ccccc32)cc1	9%
COC[C@]1(O)CCN(C(=O)C2(c3ccc(OC)cc3)CC2)CC1(C)C	-1%
Cc1c(C(=O)Nc2ccc(F)c(F)c2)oc2ccc(S(=O)(=O)N3CCC4(CC3)OCCO4)cc12	?
CNC(=O)[C@@H]1C[C@@H](n2cc(CN(C)C(=O)c3cc4ccccc4s3)nn2)CN1	-10%
Cc1cccc(N2CCN(C(=O)C3CCCN(S(=O)(=O)c4ccc5c(c4)oc(=O)n5C)C3)CC2)c1C (stereo not drawn)	11µM*
CCOc1ccc(CCNC(=O)c2cc3c(=O)[nH]c4ccc(C)cc4c3s2)cc1OCC	i
COc1cccc(N2CCN(C(=O)C3CCN(S(=O)(=O)c4cccc5nonc45)CC3)CC2)c1	-4%
COc1cccc(NC(=O)N2CCC(Cn3cc(C4CCCC4)nn3)CC2)c1	?
Cc1cc(NC(=O)Nc2nnc(N3CCCCCC3)s2)ccc1Br	1%
COc1cc2c(cc1OCc1ccccc1)N(C(=O)c1ccccc1OC)CC21CCN(C)CC1	4µM*
O=C(NCCc1ccccc1)C1CN(S(=O)(=O)C2CC2)CC12CCCCC2 (stereo not drawn)	?
COc1ccc(OC)c(NC(=O)C2CCCN(S(=O)(=O)c3ccc4[nH]c(=O)ccc4c3)C2)c1 (stereo not drawn)	-27%
Cc1c(Cl)cccc1NC(=O)c1ncn(-c2ccccc2)n1	31%[activator]
CCC1(N2CCN(S(=O)(=O)c3ccc(F)cc3F)CC2)CCN(C(=O)C(C)C)C1 (stereo not drawn)	?
COC(=O)N1CC2(Cc3ccccc3N([S+](C)(=O)[O-])C2)C1	24%[44.1 µM]
Cc1cc(-c2cnc(Nc3ccc(F)cc3)c3c2CCO3)ccn1	i
Cc1nnc(-c2cc(-c3cnn(C)c3)ccn2)n1-c1ccccc1	-18%[44.1 µM]
Cc1ccc(C(=O)N2CCC(CCC(=O)NCCc3c[nH]c4ccccc34)CC2)cc1	?
CCOC(=O)C1CCN(S(=O)(=O)c2ccc3c(c2)NC(=O)C(C)C(=O)N3)CC1 (stereo not drawn)	11%
Cc1nn(C)cc1C(=O)N(Cc1cccc(Cl)c1)CC(C)C	-12%
O=C(NC1CCN(c2ccc(F)cc2)C1=O)c1ccc(Cl)s1 (stereo not drawn)	i
O=c1c2nc(Nc3cccnc3)ccc2ncn1-c1ccc(F)cc1F	-13%[44.1 µM]
O=C(c1ccc(N2CC3CC(C2)[C@H]2CCCC(=O)N2C3)nc1)N1CCC(Cc2ccccc2)CC1 (stereo partly drawn)	?
CCc1ccc(NC(=O)c2cnn(-c3c(C)cccc3C)c2C2CCNCC2)cc1	?

Next records follow.
SMILES	Pf Dd2 growth
O=C(CN1C(=O)CC(c2ccccc2)Sc2ccccc21)Nc1cccc(Cl)c1 (stereo not drawn)	?
CC[C@H]1CN(C(=O)Nc2cccc(OC)c2)CC[C@H]1CC(=O)NCCN1CCOCC1	-6%[44.1 µM]
CCC(=O)N1CCCCCCNC(=O)[C@@H]2C[C@@H](C(=O)NCCc3c[nH]c4ccccc34)C[C@@H]21	?
O=C1NCCN1C1CCN(Cc2ccsc2)CC1	11%[44.1 µM]
Cc1cccc(-c2cnc3[nH]cc(CC(N)=O)c3c2)c1	i
COc1cc(-c2[nH]ncc2CN2CCCCC2c2nccs2)cc(OC)c1OC (stereo not drawn)	-22%
Cn1c(CCC(=O)N2CC[C@@H](O)C2)nc2cc(S(=O)(=O)N3CCCC3)ccc21	-8%
COc1cccc(C(=O)N2CCCC2c2nc(C3CCOCC3)no2)c1 (stereo not drawn)	7%
CC(C)CNC(=O)CC1COCCN1C(=O)c1ccc2c(=O)n(C)cnc2c1 (stereo not drawn)	-3%
CN(C)CC(=O)N1CC(F)(F)C[C@H]1c1nc(C2CC2)no1	?
O=C(c1ccc(Br)o1)N1C[C@@H](CO)[C@H](c2ccncc2)C1	?
Cc1cc(C)cc(NC(=O)c2cc3n(n2)CC(c2ccc(Cl)cc2)OC3)c1 (stereo not drawn)	16%
CCOc1cc(=O)n2c(c1C(=O)Nc1ccc(F)cc1Cl)CCCC2	24%
Cc1noc([C@@H](C)NC(=O)COc2ccccc2)c1C(=O)O	-18%[44.1 µM]
Cn1cc([C@@H](NC(=O)CN2CCOc3ccccc3C2)C2CC(O)C2)cn1 (stereo partly drawn)	2%
Cc1nn(-c2ccc(F)cc2)c(-n2cccc2)c1C(=O)NCCCN1CCN(c2cccc(Cl)c2)CC1	-22%
CC(C)c1noc(-c2cn(C3CCCN(C(=O)c4ccc(F)c(Cl)c4)C3)nn2)n1 (stereo not drawn)	?
CCS(=O)(=O)N1CCc2cc(C(=O)Nc3cccc(Cl)c3C)ccc21	35%[activator]
Cc1cc(NS(=O)(=O)c2cn(C)c(C)n2)ccc1Br	32%[activator]
O=C(Nc1cnc(-c2ccccc2)nc1)C1CCCC1	-15%
C[C@@H]1CN(C(=O)NCc2ccccc2F)CC[C@@]1(O)C1CCOCC1	-16%
O=C(c1cccnc1)N1CCC(N2CC3CC(C2)[C@H]2CCCC(=O)N2C3)CC1 (stereo partly drawn)	-8%
COc1ccc(C(=O)NCCn2ccn3nc(-c4ccc(F)cc4)cc3c2=O)cc1OC	?
N#Cc1c(C(F)(F)F)cc(-c2cccs2)nc1SCC(=O)Nc1cccc(C(F)(F)F)c1	?
COc1ccc(OCC(=O)N2CCC(Cc3nc(-c4cnccn4)no3)CC2)cc1	i

Single values from the list.
`O=C1NCCN1C1CCN(Cc2ccsc2)CC1` @ Pf Dd2 growth: 11%[44.1 µM]
`C[C@@H]1CN(C(=O)NCc2ccccc2F)CC[C@@]1(O)C1CCOCC1` @ Pf Dd2 growth: -16%
`CCOc1cc(=O)n2c(c1C(=O)Nc1ccc(F)cc1Cl)CCCC2` @ Pf Dd2 growth: 24%
`Cc1cc(NS(=O)(=O)c2cn(C)c(C)n2)ccc1Br` @ Pf Dd2 growth: 32%[activator]

Next part
SMILES	Pf Dd2 growth
Cc1ccc(CNC(=O)c2cnc(N3CCCC3)nc2C)cc1	78%[activator]
CCN1C(=O)COC[C@@H]1[C@H](O)c1ccc(NC(=O)COc2ccccc2)cc1	-8%[44.1 µM]
Cc1ccccc1S(=O)(=O)N1CCCC(Cc2noc(-c3cccnc3)n2)C1 (stereo not drawn)	-12%
O=C1[C@@H]2C[C@@H](O)CN2C2(CN(C3CCOCC3)C2)C(=O)N1Cc1ccccc1	-3%[44.1 µM]
Cc1cc(C(F)F)n2nc(C(=O)Nc3cc(Cl)ccc3C)nc2n1	i
Cc1ccc(-c2cc(-c3coc4ccccc4c3=O)c3c(n2)-c2ccccc2OC3)cc1	-22%
CCN1c2cc(C(=O)Nc3ccc(Cl)cc3)ccc2C(=O)N2CCCCC21 (stereo not drawn)	-9%
Cc1ncoc1C(=O)N1CCCCCC1c1nnc(-c2ccccc2)o1 (stereo not drawn)	?
O=C(Nc1ccnn1C1CCN(Cc2ccc3c(c2)CCO3)CC1)c1ccccc1Cl	-5%
COc1ccc(C2CC(=O)c3cc(-c4nc(-c5cccc([N+](=O)[O-])c5)cs4)c(=O)n(-c4cccc(C)c4)c3C2)cc1 (stereo not drawn)	-19%
CCOc1ccc(C(=O)Nc2nnc(SCc3cc(=O)n4ccccc4n3)s2)cc1	i

Only part of the results is shown, so the mix of outcomes need not match the whole.
